SENP8 block – human SENP8 protease inhibitors, primary screen, biochemical, fluorescence, Nedd8 protein substrate, uHTS. Sentrin-specific protease 8 (Homo sapiens), Q96LD8. inhibition, % at 20 µM. actives 0.64% (n = 360,000). recombinant SENP8. AID 602440, 2012; in the data active = inhibition mostly above about 40%, no sharp cut-off; inactive = mostly below about 27%
Target sequence (Q96LD8 whole entry, looked up): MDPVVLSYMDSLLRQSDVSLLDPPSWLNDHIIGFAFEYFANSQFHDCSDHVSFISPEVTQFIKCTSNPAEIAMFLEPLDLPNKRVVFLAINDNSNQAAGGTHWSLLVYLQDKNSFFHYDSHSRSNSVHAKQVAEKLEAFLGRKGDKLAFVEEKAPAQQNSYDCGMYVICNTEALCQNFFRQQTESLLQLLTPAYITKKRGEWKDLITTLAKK
MPTP inh – mitochondrial permeability transition pore inhibitors, primary screen, biochemical, isolated mouse mitochondria, absorbance; Ca2+ swelling absorbance, 30 min; inhibition, % at 10 µM; actives 1.4% (n = 360,000);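 active = inhibition of 50% or more, scaled per plate between neutral and stimulator controls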;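 note: 0% = DMSO wells given calcium and 100% = 1 mM EGTA wells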
ATG4B inhibitor – ATG4B protease inhibitors, primary screen, biochemical, fluorescence, uHTS; Cysteine protease ATG4B (Homo sapiens), Q9Y4P1; ATG4B cleavage of LC3-PLA2, NBD-HPC fluorescence, 1 h; inhibition, % at 8.33 µM; actives 0.51% (n = 340,000); in the data active = inhibition above about 40%
Target sequence (Q9Y4P1 whole entry, looked up): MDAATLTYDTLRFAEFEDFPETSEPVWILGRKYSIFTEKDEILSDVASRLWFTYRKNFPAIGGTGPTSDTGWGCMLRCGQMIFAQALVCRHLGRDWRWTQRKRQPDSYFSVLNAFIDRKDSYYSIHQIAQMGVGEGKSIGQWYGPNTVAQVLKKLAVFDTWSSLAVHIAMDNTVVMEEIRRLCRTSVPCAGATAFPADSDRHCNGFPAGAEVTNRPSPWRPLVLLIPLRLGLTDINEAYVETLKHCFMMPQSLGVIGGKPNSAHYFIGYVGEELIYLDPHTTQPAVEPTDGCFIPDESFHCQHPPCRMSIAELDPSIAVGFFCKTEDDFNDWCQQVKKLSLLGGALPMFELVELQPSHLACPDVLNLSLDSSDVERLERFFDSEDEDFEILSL
SENP7 inh – SENP7 protease inhibitors, primary screen, biochemical, luminescence, uHTS; Sentrin-specific protease 7 (Homo sapiens), Q9BQF6; recombinant SENP7, Z-RLRGG-aminoluciferin luminescence, 40 min; inhibition, % at 5 µM; actives 1.5% (n = 330,000);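 active = inhibition above about 50% at the single test dose, limit read from the data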;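 note: plate controls were DMSO with enzyme for no effect and no enzyme buffer wells for full effect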
Target sequence (Q9BQF6 706-1050 limits assumed): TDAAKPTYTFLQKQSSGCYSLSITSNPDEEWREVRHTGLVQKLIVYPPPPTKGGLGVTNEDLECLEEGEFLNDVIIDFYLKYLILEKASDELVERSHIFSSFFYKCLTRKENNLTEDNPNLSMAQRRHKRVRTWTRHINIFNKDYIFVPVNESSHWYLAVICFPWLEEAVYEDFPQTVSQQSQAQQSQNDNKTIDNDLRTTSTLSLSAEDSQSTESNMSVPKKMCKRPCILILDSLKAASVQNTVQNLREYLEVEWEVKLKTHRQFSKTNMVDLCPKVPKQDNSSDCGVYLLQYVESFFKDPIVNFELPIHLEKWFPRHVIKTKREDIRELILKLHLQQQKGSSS
HKDC1 inhibitor – HKDC1 hexokinase inhibitors, primary screen, biochemical, fluorescence, uHTS | actives 0.16% (n = 340,000) | recombinant HKDC1, G6PDH/diaphorase resazurin coupled fluorescence | Q2TB90 | inhibition, % at 20 µM;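 active = inhibition above about 35% when tested at 20 µM, limit read from the data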;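 note: plate controls were DMSO wells with enzyme for no effect and DMSO wells lacking enzyme for full effect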
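Test system: recombinant HKDC1 (HK5) hexokinase enzyme, produced in-house / Doses: 20 µM test compound, 1% DMSO / Timing: 90 min, room temperature / Detection: G6PDH/diaphorase-coupled fluorescence, 1 mM NADP, 100 µM resazurin, 525/613 nm / Control set: DMSO wells with and without enzyme mix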
GRIN3A LBD mod – binders of NR3A ligand-binding domain, primary screen, biophysical, differential scanning fluorimetry, uHTS; Glutamate receptor ionotropic, NMDA 3A (GRIN3A) ligand-binding domain; NR3A LBD differential scanning fluorimetry, Tm shift; 0% = protein alone, 100% = glycine-bound protein; Tm shift relative to glycine control, % at 25 µM; actives 2.5% (n = 340,000); AID 1259313, 2017;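 active = melting temperature shift of at least 10% of the positive control shift, at one fixed dose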
PfGluPho inh – PfG6PD enzyme inhibitors, primary screen, biochemical, fluorescence intensity, uHTS | glucose-6-phosphate dehydrogenase-6-phosphogluconolactonase (Plasmodium falciparum 3D7) | PfGluPho enzyme, NADPH resazurin-diaphorase fluorescence | inhibition, % at 20 µM | actives 0.78% (n = 350,000);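 active = inhibition reaching at least a set limit at 20 µM in the primary screen, cut at about 59% in these data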;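 note: 0% = DMSO wells with substrate and 100% = DMSO wells lacking glucose-6-phosphate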
SENP6 block – SENP6 protease inhibitors, primary screen, biochemical, luminescence, uHTS. Sentrin-specific protease 6 (Homo sapiens), Q9GZR1. Recombinant SENP6 catalytic domain, aminoluciferin luminescence. inhibition, % at 10 µM. actives 1.8% (n = 330,000). AID 2599, 2010;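 active = inhibition above about 50% at the single tested dose, limit read from the data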;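 note: plate controls were DMSO wells with enzyme for no effect and DMSO wells lacking enzyme for full effect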
Active calls of the source: *; . = not tested or not shown. Compounds as they come; about 6.9% have a hit in one of these screens.

Second line of a record: ATG4B inhibitor, MPTP inh, GRIN3A LBD mod, SENP8 block, PfGluPho inh, SENP7 inh, HKDC1 inhibitor, SENP6 block
#1 CCN(CC)S(=O)(=O)c1ccc(C(=O)NCc2ccc3c(c2)OCO3)cc1
    -8, -1.0, 5, 6, -10, 4, -2, 3
#2 N#CCCN(CC(=O)O)S(=O)(=O)c1ccccc1
    -4, 1.2, 1, 12, 8, -6, -4, -5
#3 CSCC[C@H](NC(=O)c1ccc(Br)o1)c1nnc2ccccn12
    -3, -2.7, -4, 8, -9, 2, -1, 9
#4 Cc1ccc(Oc2nc3ccccn3c(=O)c2/C=C(\C#N)C(=O)Nc2c(C)n(C)n(-c3ccccc3)c2=O)c(C)c1
    -14, 0.9, 0, -337, 15, -9, -5, -22
#5 CCOc1ccccc1NC(=O)Cn1c(=O)n(-c2ccccc2)c(=O)c2oc3ccccc3c21
    -2, -0.4, 0, -2, -8, -9, -4, -26
#6 CCNC1(C#N)CCN(Cc2ccccc2)CC1
    -5, 0.8, 2, 1, -6, ., -5, .
#7 Cc1ccc(C(=O)N/C(=C/c2ccc(Cl)cc2)C(=O)N2CCOCC2)cc1
    1, 0.7, 4, 3, -7, -4, -3, -34
#8 O=C(CC1NC(=O)NC1=O)NC1(C(=O)NC2CCCCC2)CCCCC1 (centres undefined)
    -13, -3.4, 1, 16, 10, -2, 3, -14
#9 CC(C)CCn1c2ccccc2c2cc(CC(N)=O)ccc21
    68*, 2.0, 4, -37, 4, -1, -3, 4
#10 Cc1coc2cc3oc(=O)c(Cc4ccccc4)c(C)c3cc12
    -11, 1.9, -8, -345, -3, -3, -9, -17

More compounds:
Second line of a record: ATG4B inhibitor, MPTP inh, GRIN3A LBD mod, SENP8 block, PfGluPho inh, SENP7 inh, HKDC1 inhibitor, SENP6 block
#11 O=C(c1cn(-c2ccccc2)nc1-c1cccs1)N1CCN(c2ccc(F)cc2)CC1
    -12, -1.1, -2, 2, 14, -4, 1, -13
#12 Cn1c(=S)c2[nH]c(SCCC(C)(C)C)nc2n(C)c1=O
    3, 1.3, 0, -25, 16, ., -5, .
#13 CC1CC(=O)N(CC(=O)NCc2ccc3c(c2)OCO3)c2ccccc2S1 (centres undefined)
    3, -2.7, -1, 14, -7, -4, -6, 9
#14 O=C(NCc1csc2ccc(Cl)cc12)Nc1cccc2ccccc12
    19, 18, 2, -46, -14, 2, 0, 3
#15 O=C(NNS(=O)(=O)c1ccc(F)cc1)c1cc2ccccc2cc1O
    8, 2.0, -3, -95, -57, 13, 2, -6
#16 CCCCCn1c(CN2CCN(Cc3ccccc3)CC2)nc2c1c(=O)[nH]c(=O)n2C
    0, -1.7, -1, 3, -13, 3, 10, -4
#17 CC1CC(C)CN(C(=O)C(C)N(C)CC(=O)Nc2ccc(Cl)cc2)C1 (centres undefined)
    2, -0.8, 0, 6, -10, 10, 3, -2
#18 Cc1cc(C)c2nc(SCC(=O)NCCN3C(=O)CSC3=O)cc(C)c2c1
    -24, 0.0, -3, 7, -7, -4, 8, -5
#19 CCOC(=O)c1cc(-c2csc(-c3ccc(C(C)(C)C)cc3)n2)on1
    5, 0.8, 2, -3, 12, -1, 2, -16
#20 COc1cccc(N=C2SC(C(=O)Nc3ccc(F)cc3)CC(=O)N2C)c1 (centres undefined)
    -2, 0.7, -6, -18, 1, -9, 2, 0

Continued:
Second line of a record: ATG4B inhibitor, MPTP inh, GRIN3A LBD mod, SENP8 block, PfGluPho inh, SENP7 inh, HKDC1 inhibitor, SENP6 block
#21 O=C(CCn1c(=O)c2cccn2c2ccc(F)cc21)NCc1cccc(F)c1
    -2, -3.1, 0, -20, 2, 3, -3, -4
#22 O=C(CN1CCN(c2ccc([N+](=O)[O-])cc2)CC1)Nc1nccs1
    8, -0.2, 0, 16, 34, -3, -7, -3
#23 CCC(=O)N1CCN(c2nc(C)nc3sc(C)c(C)c23)CC1
    0, 0.6, -3, 17, 7, -1, -7, -2
#24 CC(=O)C[C@H]1c2ccccc2S(=O)(=O)N1C1CCCC1
    4, -0.4, 1, 18, -6, 10, 2, -1
#25 C=CCn1c(COc2cccc3cccnc23)nnc1SCC(=O)OC
    14, 1.0, 0, -17, -4, -5, 2, -2
#26 O=C(N1CCOCC1)N1CCN(S(=O)(=O)c2ccc(Cl)cc2)C1
    -4, -1.0, -1, 6, -6, -5, -7, -8
#27 COC(=O)c1ccccc1NC(=O)c1cc(-c2cccs2)on1
    3, 0.4, -1, 8, -10, 5, -6, 11
#28 Cn1c(NC(=O)c2cccc(Cn3cc(Cl)cn3)c2)nc2ccccc21
    -3, 3.9, 0, -77, -8, 2, -8, -14
#29 COc1ccccc1CNS(=O)(=O)CCNCCc1ccccc1
    -3, 0.6, -5, 15, 5, ., -7, .
#30 O=C(CSc1ncn[nH]1)Nc1cc(S(=O)(=O)N2CCCC2)ccc1Cl
    -2, -5.5, 0, 8, 14, -7, -4, -1

Later entries.
Second line of a record: ATG4B inhibitor, MPTP inh, GRIN3A LBD mod, SENP8 block, PfGluPho inh, SENP7 inh, HKDC1 inhibitor, SENP6 block
#31 CCOC(=O)CCc1c(C)nc(SCCN2CCCC2)c(C#N)c1C
    -3, -0.7, 0, -21, 16, 4, 1, 1
#32 O=C(CN1C(=O)S/C(=C\c2ccccc2F)C1=O)NCCCn1ccnc1
    -5, 0.0, -2, 8, 8, -1, -7, 1
#33 O=C(c1cn(-c2ccccc2)nc1-c1ccc(F)cc1)N1CCOCC1
    -14, -0.6, -2, 9, 0, 0, -2, -28
#34 CC1CCCN(C(=O)Cn2c(-c3nonc3N)nc3ccccc32)C1 (centres undefined)
    -11, 3.0, -1, 4, -2, -4, 0, 8
#35 Cc1ccc(-c2cc(C(=O)N/N=C/c3cccnc3)c3ccccc3n2)cc1C
    0, 2.4, -4, -33, 28, -8, -2, -9
#36 CC(=O)OCCN1CCN(C(=O)CN2C(=O)NC(c3ccccc3)(c3ccccc3)C2=O)CC1
    -4, -1.2, 0, 4, 11, -12, -3, -11
#37 CCOc1ccccc1N(CC)C(=O)Cn1ncc2c(=O)oc3ccccc3c21
    -3, 0.4, -1, 11, -44, -3, -31, 6
#38 Nn1c(Cc2ccccc2F)nnc1SCCOc1ccc(Cl)cc1
    7, -0.4, -1, 15, 24, 0, -2, 8
#39 O=C(CSC1CS(=O)(=O)c2cc([N+](=O)[O-])ccc21)NNC(=O)c1ccc(Cl)cc1 (centres undefined)
    -3, 1.1, 0, 23, -17, -6, -2, -17
#40 O=C(Nc1cccc(S(=O)(=O)N2CCOCC2)c1)c1ccccc1[N+](=O)[O-]
    7, -1.6, -1, -1, -2, 4, -2, -4

Continued.
Second line of a record: ATG4B inhibitor, MPTP inh, GRIN3A LBD mod, SENP8 block, PfGluPho inh, SENP7 inh, HKDC1 inhibitor, SENP6 block
#41 CC1(C)SC(=Nc2ccccc2)N(S(=O)(=O)c2ccccc2)C1=O
    0, 0.1, -4, 17, -15, -1, 1, -8
#42 CCc1cc(Cn2nc(-c3ccccc3)cc2C(=O)NCc2cccs2)on1
    1, 5.1, -3, 21, 12, -9, 0, -19
#43 COc1ccc(-c2nc(C#N)c(N3CCC(C(N)=O)CC3)o2)cc1OC
    3, -0.2, 2, -324, -2, -4, 0, -12
#44 CCN(C(=O)COC(=O)c1oc2ccc(OC)cc2c1C)C1CCS(=O)(=O)C1 (centres undefined)
    -9, -2.3, 3, -400, 0, -4, -1, 5
#45 COCCN1CC(=O)N2C(c3cccc(C)c3)c3[nH]c4ccccc4c3C[C@H]2C1=O (some centres undefined)
    0, 0.1, 2, 9, 10, 2, -1, 18
#46 CCCC(=O)NC(c1ccc(OC)cc1)c1ccc2cccnc2c1O (centres undefined)
    -10, 2.1, -9, 1, -24, -2, -29, 4
#47 COC(=O)CCC(C(=O)CN1C(=O)c2ccccc2C1=O)N1C(=O)c2ccccc2C1=O (centres undefined)
    -10, -1.0, -1, -2, -1, ., -7, .
#48 O=C(COC(=O)c1c2c(nc3ccccc13)/C(=C\c1cccs1)CCC2)Nc1ccccc1
    -6, 8.2, 17*, -260, 10, -6, 1, -18
#49 O=C(c1ccc(CS(=O)c2ccccc2Cl)o1)N1CCN(c2ccccn2)CC1 (centres undefined)
    -2, -0.6, 0, 1, -4, 7, -2, -6
#50 COc1ccc(C(CNC(=O)C(CC(C)C)NS(=O)(=O)c2ccc(C)cc2)N2CCOCC2)cc1 (centres undefined)
    -7, -2.0, -1, 1, 2, -2, -4, -7

Overlap with the part before: two compounds; new compounds follow.
Second line of a record: ATG4B inhibitor, MPTP inh, GRIN3A LBD mod, SENP8 block, PfGluPho inh, SENP7 inh, HKDC1 inhibitor, SENP6 block
#49 O=C(c1ccc(CS(=O)c2ccccc2Cl)o1)N1CCN(c2ccccn2)CC1 (centres undefined)
    -2, -0.6, 0, 1, -4, 7, -2, -6
#50 COc1ccc(C(CNC(=O)C(CC(C)C)NS(=O)(=O)c2ccc(C)cc2)N2CCOCC2)cc1 (centres undefined)
    -7, -2.0, -1, 1, 2, -2, -4, -7
#51 CN(C)S(=O)(=O)c1cc(NC(=O)CNCc2ccccc2)ccc1Cl
    -3, -1.0, -1, 12, 7, 8, 5, 12
#52 Cc1nc(N2CCOCC2)nc(N2CCCCC2)c1[N+](=O)[O-]
    9, 0.9, -1, 6, -20, 3, 6, -13
#53 CCN(C[C@H]1N[C@@](CC)(C(=O)OC)[C@H]2C(=O)N(Cc3ccccc3)C(=O)[C@@H]12)C(=O)COc1ccccc1
    -1, 1.6, -1, 13, -17, 6, -2, 10
#54 O=C(NCc1ccccc1)c1cccc(S(=O)(=O)N2CCOCC2)c1
    -9, -2.0, 3, 32, -17, 3, -6, -6
#55 CC1CCN(c2c(NCc3ccc(C(=O)NCC4COc5ccccc5O4)cc3)c(=O)c2=O)CC1 (centres undefined)
    -5, -1.0, 0, 8, 7, 10, -2, -10
#56 O=[N+]([O-])c1ncccc1OCc1ccc(Br)cc1F
    -1, -0.5, -3, 4, 16, -1, -5, -12
#57 Cc1ccc(NC(=O)CS(=O)(=O)c2c[nH]c3ccccc23)c(C)c1
    -9, 0.4, 3, 28, 7, -8, -2, -8
#58 O=C(N/C(=C\c1cccs1)C(=O)N1CCCCCC1)c1ccccc1
    -15, -0.1, -2, 15, 3, 0, -8, 3
#59 CCN(CC(=O)Nc1cc(Cl)ccc1C)C(=O)C1CCCCC1
    -1, 0.5, -1, 11, 20, -1, -1, -8
#60 N#Cc1ccc(S(=O)(=O)N2CCN(C(=O)C3CC(=O)N(c4ccc5c(c4)OCCO5)C3)CC2)cc1 (centres undefined)
    -4, -1.7, 1, 9, 0, 7, -3, 2

Continuation:
Second line of a record: ATG4B inhibitor, MPTP inh, GRIN3A LBD mod, SENP8 block, PfGluPho inh, SENP7 inh, HKDC1 inhibitor, SENP6 block
#61 CCOc1cc(CNCCN2CCOCC2)ccc1OCc1ccccc1Cl
    -5, 1.0, -3, 9, -5, -4, -7, 0
#62 O=C(Cn1nc(Cc2cccnc2)c2ccccc2c1=O)N1CCN(c2ccccn2)CC1
    -7, -2.0, 0, -7, 21, -7, -5, 5
#63 CC(C)CNC(=O)COC(=O)c1ccc2c(c1)C(=O)N(Cc1ccco1)C2=O
    -4, 0.3, 4, 17, -4, 0, -4, -20
#64 Cc1ccc(NC(=O)c2ccc(OC(=S)N3CCOCC3)cc2)cc1
    -16, -0.9, 0, -28, 2, 11, -1, -6

Screens from PubChem BioAssay.
